Screening data from PubChem.
C diff HTS = blocks growth of Clostridium difficile; Clostridium difficile clinical isolate growth, OD600, 24 h; active compounds read low; growth activity, negative = inhibition, % at 16 µg/mL (by protocol); actives 0.25% (n = 86,000);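 active = mean growth activity at or below -80% and every replicate also at or below -80%; inconclusive = mean at or below -80% but some replicate above -80%; inactive = mean growth activity above -80%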;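 note: 0% = DMSO wells and -100% = levofloxacin 16 µg/mL wells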
Tcruzi prolif = T. cruzi proliferation inhibition; T. cruzi beta-gal in NIH3T3, GalScreen luminescence, 90 h; actives 5.9% (n = 77,000); AID 624255; inhibition, % at 8.34 µM;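 active = mean inhibition above about 93%, with at least 55% of replicates each passing it, limit read from the data, passing the limit was not always enough; inconclusive = only one of those two conditions holds; inactive = neither condition holds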
Pf Dd2 growth = blocks growth of Plasmodium falciparum Dd2 parasites; activity change, % at 10 µM; actives 2.3% (n = 94,000); P. falciparum Dd2 growth, SYBR Green, 72 h; active compounds read low; in the data active = activity change below about -80%; inconclusive = no clear call, values can overlap the other calls
KDM4C inh = inhibitors of human demethylase GASC-1 KDM4C; Q9H3R0; GST-KDM4C 2-372, H3K9me3 peptide, LANCE TR-FRET; inhibition, % at 12.5 µM; actives 0.15% (n = 96,000); AID 720574;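 active = mean replicate inhibition above about 25%, with at least 55% of replicates also reaching it, limit read from the data, passing the limit was not always enough; inconclusive = only one of those two conditions met; inactive = neither condition met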
Target sequence (Q9H3R0 2-372 limits assumed): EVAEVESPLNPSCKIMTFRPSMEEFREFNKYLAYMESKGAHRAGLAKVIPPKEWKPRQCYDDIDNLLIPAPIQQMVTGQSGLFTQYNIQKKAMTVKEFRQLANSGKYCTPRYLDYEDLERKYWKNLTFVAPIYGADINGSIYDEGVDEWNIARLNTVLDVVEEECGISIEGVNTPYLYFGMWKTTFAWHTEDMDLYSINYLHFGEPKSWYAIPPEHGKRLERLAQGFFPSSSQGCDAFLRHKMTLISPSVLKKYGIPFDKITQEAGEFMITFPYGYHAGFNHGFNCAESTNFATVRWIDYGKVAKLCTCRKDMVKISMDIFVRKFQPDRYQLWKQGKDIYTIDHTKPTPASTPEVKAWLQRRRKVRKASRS
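System – N-terminal GST-fused human GASC-1 (KDM4C) fragment, residues 2-372 · Input – enzyme final amount 10 nM · Technique – LANCE TR-FRET, Eu antibody, ULight-streptavidin, EDTA, ex 340 nm, em 618/671 nm · Medium – HEPES buffer, pH 7.5, plus ascorbate · Incubation – enzyme reaction 30 min, then detection 60 min, both room temperature · Reagent – H3K9me3 peptide with Fe(II)/2OG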
Starred values were filed as active, the others as inactive; ? = inconclusive; / = not tested or not shown; & = joins results of further samples.

Values run as follows: C diff HTS	Tcruzi prolif	Pf Dd2 growth	KDM4C inh
1. C[C@H]1CN([C@@H](C)CO)C(=O)c2c(c3ccccc3n2C)-c2ccccc2CO[C@H]1CN(C)C(=O)Nc1cccc(Cl)c1Cl
    0	/	-91*	-3.1
2. CN1CCN(C(=O)C[C@@H]2C[C@@H]3c4cc(NS(C)(=O)=O)ccc4O[C@@H]3[C@@H](CO)O2)CC1
    -2	-87	29	0.0
3. O=C(C[C@@H]1C[C@H]2c3cc(NC(=O)NC4CCCC4)ccc3O[C@H]2[C@@H](CO)O1)NC1CCCCC1
    4	20	-6	0.8
4. COc1ccc(NC(=O)N(C)C[C@H]2Oc3c(NC(=O)Nc4cccc5ccccc45)cccc3C(=O)N([C@@H](C)CO)C[C@@H]2C)cc1
    -2	58	-27	-0.8
5. COc1ccc(C#Cc2ccc3c(c2)[C@@H]2[C@@H](CCN2C(C)=O)[C@H](CO)N3)cc1
    -6	/	-36	-2.8
6. C[C@@H]1CN([C@H](C)CO)C(=O)Cc2cc(NC(=O)c3ccncc3)ccc2O[C@@H]1CN(C)Cc1ccccc1
    -1	45	-29	-0.5
7. Cc1ccc(S(=O)(=O)N(C)C[C@@H]2Oc3ccc(NC(=O)Cn4cnnn4)cc3CC(=O)N([C@H](C)CO)C[C@@H]2C)cc1
    1	-1	-22	4.2
8. C[C@H](CO)N1C[C@H](C)[C@H](CN(C)Cc2ccc(C(=O)O)cc2)Oc2c(NC(=O)c3cnccn3)cccc2C1=O
    1	1	2	-0.1
9. O=C(CC1CC1)Nc1ccc2c(c1)[C@H]1C[C@H](CC(=O)N3CCCCC3)O[C@@H](CO)[C@H]1O2
    0	58	15	1.9
10. C[C@@H]1CN([C@H](C)CO)C(=O)Cc2cc(NC(=O)Nc3ccc(F)cc3)ccc2O[C@H]1CN(C)Cc1ccc(Oc2ccccc2)cc1
    30	52	-1	0.9
11. C[C@H](CO)N1C[C@H](C)[C@@H](CN(C)S(=O)(=O)c2ccc(F)cc2)Oc2c(NS(=O)(=O)c3ccc(F)cc3)cccc2C1=O
    -10	/	58	3.4
12. CO[C@H](CN(C)Cc1nccs1)[C@@H](C)CN([C@H](C)CO)S(=O)(=O)c1ccc(C)cc1
    /	37	4	-0.2
13. C[C@@H]1CN([C@H](C)CO)C(=O)c2cc(NC(=O)NC3CCCCC3)ccc2O[C@H]1CN(C)C(=O)Nc1ccc2c(c1)OCO2
    5	-87	29	1.4
14. C[C@H]1CN([C@@H](C)CO)S(=O)(=O)c2ccc(-c3ccncc3)cc2O[C@H]1CN(C)C(=O)c1cccc(F)c1
    11&5	105*	-44&-40	6.6
15. CC(C)NC(=O)N(C)C[C@@H]1Oc2ccc(NC(=O)NC3CCCCC3)cc2CC(=O)N([C@@H](C)CO)C[C@H]1C
    3	16	-2	-0.3

Three entries out of the list, sorted by SMILES length, smallest number first:
Values run as follows: C diff HTS	Tcruzi prolif	Pf Dd2 growth	KDM4C inh
14. C[C@H]1CN([C@@H](C)CO)S(=O)(=O)c2ccc(-c3ccncc3)cc2O[C@H]1CN(C)C(=O)c1cccc(F)c1
    11&5	105*	-44&-40	6.6
8. C[C@H](CO)N1C[C@H](C)[C@H](CN(C)Cc2ccc(C(=O)O)cc2)Oc2c(NC(=O)c3cnccn3)cccc2C1=O
    1	1	2	-0.1
7. Cc1ccc(S(=O)(=O)N(C)C[C@@H]2Oc3ccc(NC(=O)Cn4cnnn4)cc3CC(=O)N([C@H](C)CO)C[C@@H]2C)cc1
    1	-1	-22	4.2

(more compounds)
Values run as follows: C diff HTS	Tcruzi prolif	Pf Dd2 growth	KDM4C inh
16. N#C[C@@H]1N[C@@H](CO)[C@H]1c1ccc(C#Cc2ccccc2F)cc1
    -3	89	-9	-1.9
17. Cc1ccc(S(=O)(=O)N[C@@H]2CC[C@@H](CC(=O)N3CCN(c4ccccc4)CC3)O[C@@H]2CO)cc1
    -4	32	10	0.0
18. COCC#Cc1ccc([C@H]2[C@H]3CN(C(=O)C4CCCC4)CC(=O)N3[C@H]2CO)cc1
    4	/	-15	0.4
19. COc1cccc(C(=O)Nc2ccc3c(c2)C(=O)N(C)C[C@@H](OC)[C@H](C)CN(C(=O)C2CCOCC2)[C@H](C)CO3)c1
    -1	9	15	2.3
20. OC[C@@H]1[C@@H](c2ccc(C#CC3(O)CCCC3)cc2)[C@H]2CN(Cc3ccccc3F)CCCCN12
    3	105*	-26	-1.2
21. CN(C)CC(=O)N1[C@@H]2Cn3c(ccc(-c4cccnc4)c3=O)[C@H]1[C@@H](C(=O)NC1CCC1)[C@@H]2CO
    -6	-73	/	-3.6
22. COCC(=O)Nc1ccc2c(c1)C(=O)N(C)[C@@H]1CC[C@@H](CC(=O)N3CCc4ccccc4C3)O[C@@H]1CO2
    13	-7	-7	2.7
23. O=C(c1ccncc1)N1CC(=O)N2[C@H](C1)[C@@H](c1ccc(-c3ccccc3F)cc1)[C@@H]2CO
    -7	/	-14	-1.1
24. C[C@@H]1CN([C@@H](C)CO)C(=O)c2cc(-c3ccncc3)cnc2O[C@H]1CN(C)C
    -2	-71	11	1.3
25. C[C@H](CO)N1C[C@H](C)[C@@H](CN(C)C(=O)Nc2ccc3c(c2)OCO3)Oc2ncc(-c3ccncc3)cc2C1=O
    -6	-116	-5	1.3
26. O=C(Nc1cc(F)ccc1F)N[C@@H]1C=C[C@@H](CC(=O)N2CCc3ccccc3C2)O[C@H]1CO
    /	49	-8	2.8
27. C[C@@H]1CN([C@@H](C)CO)C(=O)c2cc(NC(=O)Nc3ccccc3)ccc2O[C@@H]1CN(C)S(=O)(=O)c1cccs1
    1	13	10	-1.9
28. Cc1noc(C)c1S(=O)(=O)Nc1ccc2c(c1)C(=O)N([C@@H](C)CO)C[C@H](C)[C@H](CN(C)C(=O)NC(C)C)OCCCC[C@H](C)O2
    0	-48	8	0.0
29. COCC(=O)N1[C@H](CO)[C@H](c2ccccc2)C12CN(C(=O)NC1CCCCC1)C2
    0	/	-59	0.7
30. CC1C=NC(S(=O)(=O)N2CC[C@@H]3[C@H]2c2cc(-c4cccc(F)c4)ccc2N(C)[C@H]3CO)=N1 (some centres not stated)
    -6	?	-37	-2.0
31. O=C(Nc1ccccc1F)N1C[C@H]2[C@@H](c3ccccc31)[C@@H](CO)N2C(=O)C1CCCCC1
    -1	64	-2	0.7
32. COc1ccc(S(=O)(=O)Nc2cccc3c2O[C@@H](CN(C)S(=O)(=O)c2ccc(F)cc2)[C@H](C)CN([C@H](C)CO)C3=O)cc1
    4	21	2	-3.9
33. C/C=C/c1ccccc1[C@H]1[C@@H](C#N)N(C(=O)NC2CCCC2)[C@H]1CO
    -3	/	-82*	-0.5
34. CCC(=O)Nc1ccc2c(c1)C(=O)N(C)[C@@H]1CC[C@H](CC(=O)NCc3ccc(OC)cc3)O[C@H]1CO2
    5	5	2	-0.6
35. C[C@@H]1CN([C@@H](C)CO)C(=O)c2cc(-c3ccncc3)cnc2O[C@@H]1CN(C)C(=O)c1ccc(F)cc1
    2	-70	7	-1.0
36. Cc1ccc(S(=O)(=O)Nc2cccc3c2O[C@H](CN(C)C(=O)Nc2ccc(F)cc2)[C@H](C)CN([C@H](C)CO)C3=O)cc1
    -11	49	-13	0.4
37. CCC(=O)N(C)C[C@H]1Oc2ncc(C#C[C@H](C)O)cc2C(=O)N([C@H](C)CO)C[C@@H]1C
    0	-80	42	0.4
38. CCCNC(=O)N1CC[C@@H]2[C@H]1c1cc(C#Cc3ccc(OC)cc3)ccc1N(C)[C@@H]2CO
    -17	48	-38	-0.1
39. C/C=C/c1ccc2c(c1)O[C@@H](CN(C)C(=O)C1CCCCC1)[C@H](C)CN([C@@H](C)CO)S2(=O)=O
    0	/	-37	0.6
40. O=C(Cc1ccccn1)N1CC(=O)N2[C@@H](CO)[C@H](c3ccc(C#CC4CC4)cc3)[C@@H]2C1
    9	/	-33	0.4
41. O=C(N[C@H]1CC[C@H](CCNS(=O)(=O)c2ccc(F)cc2)O[C@@H]1CO)C1CC1
    -1	/	11	5.5
42. COCC(=O)N1[C@@H]2c3ccc(/C=C/c4ccccc4)c(=O)n3C[C@H]1[C@H](CO)[C@H]2C(=O)N1CCOCC1
    4	44	/	0.4
43. C[C@H]1CCCCO[C@@H](CN(C)CC2CCCCC2)[C@@H](C)CN([C@@H](C)CO)C(=O)c2cc(NC(=O)Nc3ccc(F)cc3)ccc2O1
    0	125*	-85*	0.7
44. CCCC#Cc1ccc([C@@H]2[C@@H](CO)N3C(=O)CN(C(=O)Nc4cccc(F)c4)C[C@H]23)cc1
    64	/	-21	-0.9
45. CCC(=O)N(C)C[C@H]1Oc2ncc(C3=CCCC3)cc2C(=O)N([C@H](C)CO)C[C@@H]1C
    -2	0	46	-4.1
46. COc1ccc2c3c([nH]c2c1)[C@@H](CO)N(C(=O)Nc1c(C)noc1C)CC31CCN(CC2CC2)CC1
    14	/	37	-0.7
47. CCCNC(=O)N1[C@@H]2CN(C(=O)c3ccccc3)c3ccccc3[C@@H]2[C@@H]1CO
    1	25	-13	0.8
48. COc1ccc2c3c(n(C)c2c1)[C@H](CO)N(C(=O)C1CCCC1)CC31CCN(C(=O)Nc2cccc(F)c2)CC1
    5	/	-56	0.1
49. CCNC(=O)C[C@@H]1CC[C@H](NC(=O)C2CCC2)[C@H](CO)O1
    0	/	/	-1.8
50. C[C@@H]1CN([C@@H](C)CO)C(=O)c2cccc(NC(=O)c3cnccn3)c2O[C@@H]1CN(C)CC1CCCCC1
    6	-17	-17	2.1
51. OC[C@@H]1Nc2ccc(C#Cc3ccccc3)cc2[C@H]2[C@@H]1CCN2Cc1nccs1
    47	?	-40	3.1
52. CNC[C@@H]1OCCCC[C@H](C)Oc2ccc(N(C)C)cc2C(=O)N([C@H](C)CO)C[C@H]1C
    -2	-32	/	-0.1
53. CS(=O)(=O)Nc1ccc2c(c1)[C@H]1C[C@@H](CC(=O)NCC3CC3)O[C@@H](CO)[C@H]1O2
    /	-22	22	0.2
54. O=C(N[C@H]1CC[C@@H](CC(=O)N2CCN(c3ccccc3)CC2)O[C@@H]1CO)c1ccncc1
    -1	-20	26	-1.4
55. O=C(c1cccc(F)c1)N1CC(=O)N2[C@H](CO)[C@@H](c3ccc(-c4ccccc4F)cc3)[C@@H]2C1
    -9	/	-33	1.9
56. CN(C)C(=O)C[C@H]1CC[C@@H]2[C@@H](COc3ccc(NS(=O)(=O)c4cccc(F)c4)cc3C(=O)N2C)O1
    11	15	7	2.4
57. CN(C)C(=O)c1ccc(-c2ccccc2[C@@H]2[C@@H](C#N)N(C(=O)C3CCCCC3)[C@@H]2CO)cc1
    -15	/	-24	-1.3
58. Cc1noc(C)c1NC(=O)N(C)C[C@H]1OCCCC[C@H](C)Oc2ccc(NS(=O)(=O)c3ccc(F)cc3)cc2C(=O)N([C@@H](C)CO)C[C@H]1C
    2	-6	18	-1.1
59. COC(=O)[C@H]1[C@H](CO)[C@H]2Cn3c(ccc(-c4ccc(F)cc4)c3=O)[C@H]2N1C(=O)C1CC1
    -5	73	6	0.4
60. COc1ccc(C#Cc2ccc([C@H]3[C@H](CO)N4C(=O)CN(C(=O)c5cccnc5)C[C@@H]34)cc2)cc1
    -1	/	-36	-0.8
61. CNC[C@H]1OCc2cnnn2CCCC(=O)N([C@@H](C)CO)C[C@@H]1C
    -5	9	17	-1.9
62. C[C@H](NC(=O)C[C@@H]1CC[C@H](NC(=O)C2CCC2)[C@H](CO)O1)c1ccccc1
    /	38	10	0.2
63. CC(C)C#Cc1ccc2c(c1)O[C@@H](CN(C)C(=O)Nc1ccccc1)[C@@H](C)CN([C@@H](C)CO)S2(=O)=O
    4	/	-61	-1.4
64. C/C=C/c1cnc2c(c1)C(=O)N([C@@H](C)CO)C[C@@H](C)[C@H](CN(C)Cc1cccc(C(=O)O)c1)O2
    -1	/	26	0.1
65. COc1ccc(S(=O)(=O)Nc2ccc3c(c2)C(=O)N([C@@H](C)CO)C[C@@H](C)[C@@H](CN(C)Cc2ccccc2)O3)cc1
    -1	-7	-2	1.3
66. COC(=O)[C@@H]1[C@@H](CO)[C@@H]2Cn3c(ccc(-c4cccnc4)c3=O)[C@@H]2N1Cc1cccc(F)c1
    0	-34	/	4.1

Whole records, quoted from the list.
Profile of `C[C@H](NC(=O)C[C@@H]1CC[C@H](NC(=O)C2CCC2)[C@H](CO)O1)c1ccccc1` → C diff HTS = /; Tcruzi prolif = 38; Pf Dd2 growth = 10; KDM4C inh = 0.2
Profile of `COc1ccc(S(=O)(=O)Nc2ccc3c(c2)C(=O)N([C@@H](C)CO)C[C@@H](C)[C@@H](CN(C)Cc2ccccc2)O3)cc1` → C diff HTS = -1; Tcruzi prolif = -7; Pf Dd2 growth = -2; KDM4C inh = 1.3
